High-throughput results deposited in PubChem by several laboratories.
CaV13 ICDI inh: Primary screen for inhibitors of IQ motif and Ca2+-dependent inactivation inhibitor domain binding in CACNA1D, Förster resonance energy transfer in living cells, …. HEK cells, CFP/YFP FRET ICDI-IQ, plate reader, 10 min; percent FRET-ratio fall versus neutral wells. inhibition, % at 12.3 µM. hit rate 0.098% among 340,000. AID 743397;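 active means mean replicate inhibition of at least 30% and at least 1% of replicates passing that level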;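 further: 0% = median of the neutral control wells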
N-glyco inh: blocks N-linked glycosylation in D54 reporter cells; D54 ERlucT glycosylation luciferase reporter, 24 h; percent of 100 nM tunicamycin response; reporter increase, % at 12.5 µM; hit rate 0.23% among 360,000; AID 588692;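 active means mean luciferase reporter signal, scaled so untreated is 0 and the glycosylation-blocking control 100, at or above a set limit in every replicate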;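 further: luciferase carries N-glycosylation sites so blocking glycosylation raises the light; 0% = median of neutral control wells and 100% = median of 100 nM tunicamycin wells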
PDI inh: inhibitors of human protein disulfide isomerase. P07237. PDI insulin aggregation turbidity, A650, 90 min. inhibition, % at 10 µM. hit rate 0.052% among 350,000. AID 588391;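 active means mean inhibition across replicates of 30% or more, whatever share of single replicates reach that level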;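 further: absorbance from insulin aggregation driven by PDI reduction with DTT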
Target sequence (P07237 whole entry, looked up): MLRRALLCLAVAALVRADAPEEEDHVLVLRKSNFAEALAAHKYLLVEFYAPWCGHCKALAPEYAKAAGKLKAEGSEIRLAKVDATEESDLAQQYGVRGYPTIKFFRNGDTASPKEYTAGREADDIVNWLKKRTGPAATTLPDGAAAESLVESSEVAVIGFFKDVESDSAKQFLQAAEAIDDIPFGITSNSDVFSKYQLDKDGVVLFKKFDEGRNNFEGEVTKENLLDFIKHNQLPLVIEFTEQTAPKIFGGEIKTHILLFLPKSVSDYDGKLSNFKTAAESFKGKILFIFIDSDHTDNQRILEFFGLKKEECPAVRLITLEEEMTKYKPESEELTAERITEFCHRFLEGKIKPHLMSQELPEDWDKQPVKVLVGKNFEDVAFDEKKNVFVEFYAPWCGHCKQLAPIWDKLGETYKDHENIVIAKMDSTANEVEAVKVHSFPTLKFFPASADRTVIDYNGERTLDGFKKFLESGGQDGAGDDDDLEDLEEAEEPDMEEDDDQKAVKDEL
Exocytosis inh: lytic granule exocytosis inhibition. TALL-104 LAMP-1 surface exposure, flow cytometry; cells stimulated with thapsigargin and PMA. inhibition, % at 10 µM. hit rate 0.66% among 360,000. AID 651702;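 active means inhibition above about 55%, limit read from the data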
Cardio protect: modulators protecting cardiomyocytes from myocardial damage; protection from H2O2 cell death, % at 20 µM; hit rate 0.63% among 360,000; H9c2 cardiomyocytes, H2O2 injury protection, ATPLite, 2 h; AID 588492;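 active means compounds giving at least 50% protection of heart cells from peroxide-induced death in the single-dose screen, raw or plate-pattern-corrected value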;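 further: 0% = DMSO wells with peroxide and 100% = DMSO wells without peroxide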
HTR2A ag: mouse HTR2A agonism via beta-arrestin recruitment | CHO-K1 mHTR2A beta-arrestin complementation, luminescence; percent of 30 µM serotonin response | activation, % at 7.6 µM | AID 624169 | P35363 | hit rate 0.66% among 360,000;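 active means activation above a run cutoff, the mean activation of all tested compounds plus 3 SD, cut at about 14% in these data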;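 further: 0% = plate median of compound wells and 100% = 30 µM serotonin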
Target sequence (P35363 whole entry, looked up): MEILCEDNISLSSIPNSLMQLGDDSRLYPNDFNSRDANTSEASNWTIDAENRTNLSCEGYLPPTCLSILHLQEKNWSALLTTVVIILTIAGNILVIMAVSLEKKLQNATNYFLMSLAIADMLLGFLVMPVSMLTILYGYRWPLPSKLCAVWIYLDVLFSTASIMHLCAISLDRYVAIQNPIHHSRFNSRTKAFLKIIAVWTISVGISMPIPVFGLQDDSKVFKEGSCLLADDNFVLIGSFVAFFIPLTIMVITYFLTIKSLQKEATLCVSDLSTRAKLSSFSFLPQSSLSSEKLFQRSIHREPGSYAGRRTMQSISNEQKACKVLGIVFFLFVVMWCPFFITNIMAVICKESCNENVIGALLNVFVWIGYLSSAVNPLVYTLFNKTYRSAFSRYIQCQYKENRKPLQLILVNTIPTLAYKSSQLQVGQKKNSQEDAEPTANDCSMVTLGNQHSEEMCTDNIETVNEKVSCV
aDG glyco up: alpha-DG glycosylation activation; hit rate 0.22% among 360,000; Pro5-aDG cells, alpha-DG glycosylation AlphaScreen (IIH6); 0% Pro5, 100% B10-LARGE cell signal; AID 624168; activation, % at 10 µM;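 active means activation of at least 8% versus controls, or a plate z-score of at least 8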;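 further: Pro5 are CHO cells carrying HIG-tagged alpha-DG that lacks glycosylation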
ABCB6 inh 2: inhibitors of human ABC transporter ABCB6; fluorescence ratio to DMSO, % at 10 µM; AID 602162; K562-ABCB6 porphyrin accumulation, flow cytometry, 1 h; active compounds read low; Q9NP58; hit rate 0.19% among 360,000;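 active means fluorescence ratio to DMSO below 75%, the collection mean minus 3 SD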;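 further: signal is porphyrin accumulated inside mitochondria; 100% equals median channel fluorescence of DMSO control wells; lower ratio means ABCB6 inhibition with less porphyrin fluorescence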
iPSC survival up: enhancers of human iPSC single-cell survival; hiPSC single-cell survival, ATPlite luminescence; 100% = ROCK inhibitor wells, 0% = DMSO; survival enhancement, % at 20 µM; hit rate 0.044% among 360,000; AID 602274; in the data active means survival enhancement above about 18%;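 further: cells exposed to compounds for 16 hours before the ATP read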
Vif inh: inhibitors of HIV Vif. HEK293T cells, Vif self-association by quenched fluorescence, imaging, 24 h. inhibition, % at 7.49 µM. hit rate 0.35% among 340,000. AID 602346; in the data active means inhibition above about 50%, passing the limit was not always enough; further: some results filed as inactive read as strong as hits
* = called active by the depositor; · = not tested or not shown. Rows are unselected; any-hit rate near 3.1%.

molecule | iPSC survival up | PDI inh | HTR2A ag | Cardio protect | CaV13 ICDI inh | Vif inh | N-glyco inh | aDG glyco up | Exocytosis inh | ABCB6 inh 2
O=C(CCS(=O)(=O)c1ccc(Cl)cc1)NCCC1=CCCCC1 | 0.5 | 7 | -7 | -1 | -5 | · | -1 | 0.2 | 2 | 95
O=C(Nc1ccccc1[N+](=O)[O-])c1cccc(N2C(=O)CCC2=O)c1 | -0.3 | -12 | 4 | 4 | -7 | 1 | 1 | -0.3 | 1 | 105
COc1ccc(CCC(C)NCC2CCCCC2)cc1 (centres undefined) | -2.9 | -16 | 2 | -1 | · | -2 | -3 | 0.1 | -2 | 103
COc1ccc(CCC(=O)N2CCN(S(=O)(=O)c3ccc(OC)cc3)CC2)cc1 | 1.0 | -11 | 0 | -3 | -3 | -2 | 2 | 0.3 | 7 | 97
O=S(Cc1ccccc1)Cc1ccccc1 | 0.5 | · | 0 | -6 | · | -7 | -3 | 0.9 | 0 | 105
Cc1ccc(CC#N)c(-c2c(CC#N)ccc(C)c2C)c1C | -1.5 | 16 | -4 | 2 | -6 | 0 | -9 | 0.2 | 21 | 94
Cn1cc(Cl)c(C(=O)Nc2nc3ccccc3s2)n1 | -1.4 | -1 | 1 | -10 | -3 | -5 | -16 | -0.3 | -1 | 95
O=C(CC(Nc1ccccc1)C(=O)O)c1ccccc1 (centres undefined) | -5.0 | -5 | 0 | -13 | · | -1 | -11 | 0.1 | -1 | 92
O=C(N1CCN(c2cccc(Cl)c2)CC1)C1(c2cccs2)CCOCC1 | 0.9 | -2 | 10 | -1 | -7 | -9 | -1 | 0.0 | -4 | 95
Cc1ccc(C)c(NC(=O)Nn2cnnc2)c1 | -0.4 | -2 | 4 | 13 | -7 | -6 | -1 | -0.3 | -2 | 89
CN(C)CCCNC1=CC(=O)OC12CCCCC2 | 4.4 | 0 | -1 | 5 | -7 | -4 | 0 | -0.2 | 0 | 93
O=C(Nc1c(F)cccc1F)c1ccc2c(c1)CCN2S(=O)(=O)c1ccccc1 | -0.7 | -6 | -3 | 3 | -7 | 23 | -3 | 0.1 | -1 | 101
CC(=O)N1CCc2cc(S(=O)(=O)NCCCN3CCC(C)CC3)ccc21 | -0.3 | 9 | -8 | -2 | -2 | -3 | -2 | 0.0 | -9 | 104
CN(CCCNC(=O)Cn1cccc1C(=O)c1ccccc1)C1CCCCC1 | -0.4 | 4 | -3 | -3 | 2 | 3 | 0 | -0.1 | 5 | 103
CSc1cccc(-c2nnc(NC(=O)c3cccc(N4C(=O)CCC4=O)c3)o2)c1 | 1.1 | -2 | -3 | 7 | -3 | -9 | 3 | -0.2 | -2 | 100

Compound profiles, from the list above:
Cn1cc(Cl)c(C(=O)Nc2nc3ccccc3s2)n1 in the list: iPSC survival up: -1.4; PDI inh: -1; HTR2A ag: 1; Cardio protect: -10; CaV13 ICDI inh: -3; Vif inh: -5; N-glyco inh: -16; aDG glyco up: -0.3; Exocytosis inh: -1; ABCB6 inh 2: 95
CSc1cccc(-c2nnc(NC(=O)c3cccc(N4C(=O)CCC4=O)c3)o2)c1 in the list: iPSC survival up: 1.1; PDI inh: -2; HTR2A ag: -3; Cardio protect: 7; CaV13 ICDI inh: -3; Vif inh: -9; N-glyco inh: 3; aDG glyco up: -0.2; Exocytosis inh: -2; ABCB6 inh 2: 100

Next part
molecule | iPSC survival up | PDI inh | HTR2A ag | Cardio protect | CaV13 ICDI inh | Vif inh | N-glyco inh | aDG glyco up | Exocytosis inh | ABCB6 inh 2
Cc1ccc(OCCCC(=O)Nc2cc(S(=O)(=O)N3CCOCC3)ccc2N2CCOCC2)cc1 | -0.4 | 0 | -4 | -5 | -5 | 0 | 0 | -0.5 | -1 | 97
Cc1cnc(NC(=O)Cc2ccccc2F)s1 | -0.5 | 13 | 4 | -2 | -7 | -1 | 2 | 0.0 | -8 | 103
O=C(Nc1cnn(Cc2ccc(F)cc2)c1)c1noc2c1CCCC2 | 1.5 | -6 | -3 | 6 | -2 | -8 | 7 | 0.4 | 0 | 95
CCCCNC(=O)/C(=C/c1ccccc1)NC(C)=O | 0.8 | 8 | 12 | 2 | -4 | · | 1 | -0.2 | -2 | 92
Cc1nc(NCCC(C)C)c2nnn(Cc3ccccc3)c2n1 | 3.1 | -3 | 3 | 0 | -10 | -4 | 1 | 0.2 | -6 | 98
c1ccc(N2CCN(c3cnc4ccccc4n3)CC2)cc1 | -0.4 | 7 | -4 | -15 | -4 | -10 | -11 | 0.1 | 4 | 100
COc1ccc(-n2c(SCC(=O)Nc3cc(C)on3)nc3ccccc3c2=O)cc1Cl | 0.3 | -16 | 5 | -2 | -11 | 2 | -3 | 0.5 | 2 | 102
Cc1[nH]c2ccccc2c1C(=O)COC(=O)c1c(-c2c(F)cccc2Cl)noc1C | -0.8 | -2 | 2 | -8 | -5 | 3 | -6 | 0.4 | -1 | 97
Cc1ccc(C(=O)NCC(=O)N/N=C/c2cccs2)cc1[N+](=O)[O-] | -0.1 | 4 | -1 | 1 | -2 | -15 | 1 | -0.3 | 1 | 100
Cn1c(=O)[nH]c(=O)c2c1nc(Br)n2CCSc1ncccn1 | 0.8 | -2 | 1 | 9 | · | 6 | 4 | -0.1 | -2 | 101
COc1ccc(/C=C/C(=O)N(CC(C)C)CC(C)C)cc1Br | -1.9 | 11 | -6 | -4 | · | -6 | -2 | 0.2 | 0 | 101
CCc1ccccc1NC(=O)c1ccc(-c2csc(C)n2)cc1 | -0.2 | -8 | -7 | -3 | -4 | 8 | 0 | 0.1 | -2 | 97
CC(C)OC(=O)Nc1ccc(Oc2c(F)c(F)c(F)c(F)c2F)cc1 | 0.5 | 3 | 6 | -10 | · | 1 | -2 | 0.1 | -2 | 108
CSCC[C@H](NC(=O)C1CCN(S(=O)(=O)c2ccccc2)CC1)C(=O)NC1CC1 | 2.1 | 3 | -2 | -4 | -13 | 6 | 3 | -0.1 | -8 | 96
COc1ccc(N2C(=O)CCC2=O)c(OC)c1 | -0.6 | -3 | 2 | -6 | · | -11 | 0 | 0.1 | -2 | 103
Cc1nnc2ccc(-c3ccc(NS(=O)(=O)c4ccc(Cl)s4)cc3)nn12 | -0.4 | 2 | 5 | 14 | -15 | 93* | 3 | -0.2 | 1 | 99
CCOC(=O)c1nc(SC)n(C)c1C(=O)OCC | 0.5 | -3 | -7 | 4 | -8 | -3 | -1 | 0.1 | 0 | 99
CCOCCCNC(=O)CN1CCN(c2ccc(F)cc2)CC1 | 2.1 | 12 | -1 | -8 | -7 | 0 | 1 | 0.0 | -1 | 96
O=C(CSc1ncn[nH]1)Nc1cccc(S(=O)(=O)N2CCCCCC2)c1 | 0.1 | -7 | 7 | -16 | -3 | 2 | -1 | 0.4 | -2 | 94
Cc1ccccc1OCC(=O)NCCNC(=O)c1ccccn1 | -0.4 | -3 | 1 | 2 | -3 | 2 | -2 | 0.1 | 3 | 98
COc1ccc(NC(=O)CCSc2cc(C)c3ccccc3n2)cc1 | -0.3 | -4 | 2 | 6 | · | -10 | 0 | 0.0 | 1 | 97
CC(C)(C)c1cc(CCC(=O)NN)cc(C(C)(C)C)c1O | 0.8 | 16 | 4 | -2 | 4 | 15 | -1 | -0.1 | -5 | 93
CCCCn1c(N)c(N(CCOC)C(=O)COC(=O)/C=C/c2ccc(Br)cc2)c(=O)[nH]c1=O | 0.2 | -3 | -8 | -1 | -6 | -14 | -1 | -0.2 | -10 | 96
Cc1ccc(-c2nn(-c3ccccc3)cc2/C=C2\SC(=S)N(CC(=O)O)C2=O)cc1 | -0.8 | -4 | -3 | -2 | 2 | 4 | 0 | -0.4 | -3 | 103
Cc1nnsc1C(=O)N1CCC(CO)(Cc2ccccc2Cl)CC1 | -0.7 | 1 | -6 | 3 | -2 | -5 | 0 | -0.1 | -2 | 101
CCOC(=O)c1ccc(NC(=O)CSc2nc(SC)ns2)cc1 | -2.9 | -13 | -3 | -22 | · | · | 0 | 0.2 | 20 | 205
CCN(CC)S(=O)(=O)c1cc(C(=O)Nc2cc(C)on2)ccc1Cl | -0.2 | -1 | -2 | 2 | -4 | -11 | -1 | 0.0 | 0 | 93
CCC(C)(C)NC(=O)CN(C(=O)CCC(=O)Nc1ccccn1)c1ccc2c(c1)OCO2 | 0.4 | 7 | 1 | 6 | -7 | -18 | 1 | 0.0 | -11 | 97
Cc1ccc(N=C2NC(=O)/C(=C\c3ccsc3)S2)c(C)c1 | 8.4 | -12 | 4 | -10 | -6 | -6 | 1 | -0.4 | 2 | 97
Cc1ccc(C(=O)/C=C/Nc2cccc([N+](=O)[O-])c2)o1 | -1.4 | 9 | 0 | -10 | -19 | 5 | -8 | -0.1 | -2 | 94
Fc1ccc(Nc2cncc(-c3ccsc3)c2)cc1Cl | 0.7 | 7 | -1 | -18 | -4 | -5 | 1 | 0.6 | 26 | 95
COc1ccc(C2C3=C(CC(C)(C)CC3=O)Nc3c2c(=O)[nH]c(=O)n3Cc2ccccc2)cc1 (centres undefined) | 0.8 | 2 | 1 | 29 | 2 | 15 | 1 | -0.3 | -5 | 99
Cn1c(N)c(C#N)c2c(c1=S)CSC(C)(C)C2 | 0.2 | 1 | -2 | 1 | · | 31 | -1 | 0.0 | -2 | 101
CC1(C)c2[nH]c3ccccc3c2C[C@@H]2C(=O)N(Cc3ccccc3Cl)C(=O)N21 | -3.1 | 3 | 2 | -2 | -4 | 4 | -3 | 0.1 | 13 | 95
Cc1cccc(NC(=O)c2nc[nH]c2C(=O)NCCCCCNC(=O)OC(C)(C)C)c1 | 0.1 | -3 | 4 | 42 | -9 | -3 | 3 | 0.1 | 13 | 95
Cc1ccc(N(Cc2cc3ccccc3[nH]c2=O)C(=O)c2cccs2)cc1 | 0.2 | -5 | 0 | 1 | -2 | -12 | -3 | 0.1 | -6 | 95
Cc1ccc2oc(=O)c3cnn(CC(=O)NCCC(C)C)c3c2c1 | 1.3 | · | 4 | 2 | -6 | -2 | 1 | -0.1 | 13 | 97
O=C(Nc1ccc2oc(-c3ccncc3)nc2c1)c1ccccc1F | 1.5 | 3 | 3 | 7 | -2 | -21 | -2 | 0.9 | -2 | 90
COc1ccc(OC)c2cc3ccccc3cc12 | -0.1 | 2 | 4 | -15 | -7 | -8 | 4 | 2.1 | 104* | 110
O=C(Nc1nnc(-c2ccc(Cl)s2)o1)C1CC1 | -2.0 | -1 | 0 | 8 | -16 | 36 | 3 | -0.2 | -1 | 103
Cc1ccccc1NNC(=O)C(=O)NNc1ccccc1C | -0.6 | 6 | -4 | -3 | -5 | -1 | 2 | 0.1 | -4 | 100
COc1ccc(OCc2cc(C(=O)N3CCCC3)no2)c2ccccc12 | -0.5 | 5 | 2 | -5 | -5 | 4 | 3 | 0.3 | 5 | 112
